Screening results from PubChem BioAssay.
GLP1R ag: agonists of human GLP-1 receptor; actives 0.007% (n = 380,000); P43220; HEK293 GLP-1R CRE-luciferase, luminescence, 4-6 h; cells express a hypersensitive GLP-1R form; Potency, µM (doses to about 45.6 µM), without a hit: at the highest dose activation, most hits filed as activators; note: % of control where 0% means no effect
Target sequence (P43220 whole entry, looked up): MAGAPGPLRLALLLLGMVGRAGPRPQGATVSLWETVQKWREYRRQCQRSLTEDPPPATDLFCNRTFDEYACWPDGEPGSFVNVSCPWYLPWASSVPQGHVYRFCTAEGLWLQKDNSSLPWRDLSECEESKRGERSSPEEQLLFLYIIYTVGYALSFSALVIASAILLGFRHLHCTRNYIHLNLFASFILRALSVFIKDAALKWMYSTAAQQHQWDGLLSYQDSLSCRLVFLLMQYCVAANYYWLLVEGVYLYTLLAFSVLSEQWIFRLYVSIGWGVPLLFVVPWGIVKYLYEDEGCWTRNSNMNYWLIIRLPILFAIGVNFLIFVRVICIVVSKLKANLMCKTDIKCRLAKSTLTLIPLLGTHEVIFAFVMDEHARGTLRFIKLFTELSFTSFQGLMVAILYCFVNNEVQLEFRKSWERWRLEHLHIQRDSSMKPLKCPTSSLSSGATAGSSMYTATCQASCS
HEK293 tox: cytotoxicity counter-screen for GLP-1 receptor inverse agonists | HEK293 cAMP-luciferase reporter cells, luminescence, 24 h | Potency, µM (titrated, usually from 38.3 µM), inactives show at the top dose activity change, negative = inhibition, actives largely listed as inhibitors | actives 0.13% (n = 410,000) | AID 624418;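 note: loss of luciferase light is scored as toxicity; % is set by controls: 0 for no effect and ±100 for the full control effect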
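Here, cytotoxicity is scored as loss of luminescence. The MLSMR collection was tested on cells seeded in medium containing 10% Nu serum, with a 24 hr compound exposure preceded by 12 hours of culture.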
HT1080-NT tox: kills 2HG-producing HT-1080-NT fibrosarcoma cells | HT-1080-NT fibrosarcoma viability, CellTiter-Glo ATP luminescence, 48 h | Potency, µM (doses to about 46.1 µM), without a hit: at the top dose activity, negative = less viability, actives largely listed as cytotoxic | actives 1.6% (n = 360,000) | AID 686970;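 note: NT is the 2HG producing partner of a matched IDH1 knockdown line; 0% = DMSO-treated cells and -100% = media-only wells without cells; nearly all actives have a fitted effect of over 55% in size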
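HT-1080-NT; 750 cells/well; 5% FBS RPMI; 48 h compound, 37 degrees C; CellTiter-Glo luminescence; curve fitting and curve-class assignment.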
SW480 rereplic: induces DNA re-replication in SW480 colon adenocarcinoma cells | SW480 DNA re-replication, Hoechst DNA content imaging, 48 h | Potency, µM (doses to about 46.1 µM), inactives show top-dose re-replication activation, most hits filed as activators | actives 1.8% (n = 340,000) | AID 624297; note: % of control where 0% means no effect; nearly all actives have a fitted effect of over 55% in size
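Cells (250 per well) received 23 nL compound or DMSO by pin tool and were kept 48 hr at 37 C, 5% CO2. Nuclei were then stained with Hoechst for 40 min and scanned for DNA content.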
HT1080 IDH1KD tx: toxicity to HT-1080 IDH1 knockdown cells (counter line) | HT-1080 IDH1 knockdown viability, ATP luminescence, 48 h | Potency, µM (titrated, usually from 46.1 µM), without a hit: top-dose activity, negative = toxicity, usual class: cytotoxic | actives 2% (n = 360,000);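 note: 0% = DMSO wells and -100% = cell-free medium wells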
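Cytotoxicity counter-line: IDH1KD HT-1080, 48 h, CellTiter-Glo. Curves classed by r2, magnitude and activity.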
GLP-1R inv ag: acts as inverse agonist at human GLP-1 receptor; P43220; HEK293 GLP-1R CRE-luciferase, luminescence, 24 h; GLP-1R form is constitutively active; Potency, µM (titrated, usually from 38.3 µM), inactives show at the top dose activity change, negative = inhibition, usual class: inhibitors; actives 1.6% (n = 410,000); note: % is set by controls: 0 for no effect and ±100 for the full control effect; nearly all actives have a fitted effect of over 55% in size
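Luminescence readout: a drop in cAMP-driven luciferase signal flags inverse agonism at a constitutively active GLP-1R stably expressed in HEK293. Compound exposure lasted 24 hr at 37 deg C, 5% CO2.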
KB-V1 MDR tox: kills drug-selected multidrug resistant KB-V1 cells; KB-V1 MDR cells viability, CellTiter-Glo, 72 h; actives 3.4% (n = 400,000); Potency, µM (top dose mostly 46.1 µM), for inactives: at the top dose activity change, negative = cytotoxicity, usual class: cytotoxic; note: % is set by controls: 0 for no effect and ±100 for the full control effect; nearly all actives have a fitted effect of over 60% in size
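Readout: CellTiter-Glo luminescence, 10 min after addition. Cells: KB-V1 MDR subline, 72 h at 37 degrees C with compound. Analysis: corrected, normalized data fitted to concentration-effect curves.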
TDP43 rescue: rescues yeast growth from TDP-43 toxicity | TDP-43 expressing yeast growth rescue, BacTiter-Glo, 24 h | actives 1.8% (n = 410,000) | AID 652104 | Potency, µM (highest dose often 46.1 µM), for inactives: at the top dose growth rescue (activation), actives largely listed as activators; note: % of control where 0% means no effect; nearly all actives have a fitted effect of over 50% in size
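Cell-based yeast growth screen: TDP-43 expression induced in galactose, inoculum OD600=0.02 after raffinose pregrowth to mid-log. Read-out BacTiter-Glo luminescence at 24 hr, 30 deg C; inhibition of toxicity seen as signal increase.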
KB-3-1 tox: kills parental KB-3-1 adenocarcinoma cells; KB-3-1 viability, CellTiter-Glo ATP luminescence, 72 h; Potency, µM (series often up to 46.1 µM), without a hit: at the top dose activity change, negative = cytotoxic, usual class: cytotoxic; actives 1.4% (n = 400,000); AID 1347075; note: % is set by controls: 0 for no effect and ±100 for the full control effect; nearly all actives have a fitted effect of over 60% in size
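Multi-concentration cytotoxicity screen in KB-3-1 cells grown in DMEM lacking phenol red with 10% FBS. After 72 h at 37 °C with compound, ATP-dependent luminescence was recorded.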
Starred values were filed as active, the others as inactive; u = inconclusive; x = no result given; & = joins results of further samples; [ ] = another dose, or the depositor's remark. Calls come from the whole dose curve; as a rule, active = well fitted curve in the direction sought with a large enough effect; inconclusive = small, poorly fitted or top-dose-only effect, or another doubt; inactive = no such curve, though single readings can be large; an effect the other way counts as inactive or inconclusive. Potency is the fitted concentration of half-maximal effect.

compound | GLP1R ag | HEK293 tox | HT1080-NT tox | SW480 rereplic | HT1080 IDH1KD tx | GLP-1R inv ag | KB-V1 MDR tox | TDP43 rescue | KB-3-1 tox
CCC(C)NC(=O)CN1c2cccc3cccc(c23)S1(=O)=O (stereo not given) | 1% | 1% | 4% | -24% | 0% | -3% | 2% | 23% | 2%
Cc1ccc(-c2cc(C(=O)Nc3ccc(S(=O)(=O)Nc4onc(C)c4C)cc3)c3ccccc3n2)cc1 | 2% | -23% | u | -31%[inhibitor] | u | u | 14% | 5% | -13%
CCCn1c(NC(=O)c2ccco2)nc2ccccc21 | -2% | -7% | u | -8% | -27% | -20% | 15µM* | 22% | 7%
CCCCNC(=O)C1(C)CCCCN1C(=O)c1cc(C)n(C(C)(C)C)n1 (stereo not given) | 8% | 2% | 11% | x | 19% | 13% | 4% | 27% | 0%
COC(=O)COc1ccc(S(=O)(=O)N2CCN(c3ccccc3F)CC2)cc1C | 3% | 20% | 10% | 9% | 4% | 4% | u | 15% | 2%
COc1cc2c(cc1OC)C(c1ccc(O)cc1)NCC2 (stereo not given) | -4% | -7% | 0% | -2% | 7% | 5% | -5% | -25% | 1%
O=C(NCCCCc1ccccc1)c1cccc(NC(=O)C2CCC2)c1 | 8% | 14% | -3% | -1% | 1% | 14% | u | 20% | 3%
CC1c2nc3ccccc3n2C(CC(=O)NCCCN2CCOCC2)C(=O)N1Cc1ccccc1 (stereo not given) | 12% | -3% | 0% | -8% | 7% | 5% | 31% | -15%[0.397 µM] | 16%
COc1ccccc1CNC(=O)Cn1cnnn1 | 0% | -4% | 0% | -4% | -2% | 10% | -4% | 13% | 3%
CNc1nc(C)c(C(C)(C)C)s1 | 18% | -4% | 1% | 1% | 4% | 11% | 2% | 13% | 0%
CCC(c1nnnn1C(C)(C)CC)N(CCCO)Cc1cc2cccc(C)c2[nH]c1=O (stereo not given) | 41% | -27% | 0% | -4% | -9% | 2% | 2% | 9% | -2%
CCN(CC)C1CCN(C(=O)c2cc(COc3ccccc3SC)on2)C1 (stereo not given) | -1% | 4% | -3% | -22% | -1% | 7.1µM* | -4% | u | 23%
CC(C)(C)C(=O)Oc1cc(N)n(S(=O)(=O)c2ccc(F)cc2)n1 | 1% | -6% | 9% | 0% | 8% | 2% | 0% | 17% | -4%
COc1cc2c3c(c1OC)C1(C=CC(=O)C=C1)CC3N(C(C)=O)CC2 (stereo not given) | -1% | -11% | 0% | -3% | 15% | -11% | 3% | 10% | 13%
CCOc1ccc2nc(SCC(=O)NCC3CCCO3)c(C#N)cc2c1 (stereo not given) | 2% | 3% | -23% | u | -23% | 11% | u | -6% | -20%
O=C(CNC(=O)OCc1ccccc1)Oc1cc2oc(=O)cc(-c3ccccc3)c2cc1Cl | 5% | x | -19% | 11% | 0% | u | 12% | 7.1µM* | -13%
CC(=O)Nc1ccc(S(=O)(=O)Nc2nc3ccccc3nc2Nc2ccccc2)cc1 | -1% | 3% | 15% | 5% | 2% | 17% | 2% | 21% | 15%
CCN(C(=O)CN1CCN(c2ccccc2)CC1)c1c(N)n(Cc2ccccc2)c(=O)[nH]c1=O | -2% | -11% | 15% | -4% | 10% | 1% | 14% | -3% | 4%
Cc1c(Cl)ccc2sc(N3CCN(C(=O)CS(=O)(=O)c4ccccc4)CC3)nc12 | x | -14% | x | x | x | u | -12% | 18µM* | 0%
COc1ccc(NC(=O)/C=C/C(=O)O)cc1Cl | -7% | 14% | 11% | 4% | 0% | 25% | -10% | -10% | 1%
COc1cc(NC(=O)c2csc3c2CCCC3)ncn1 | -5% | 6% | 6% | 2% | 11% | 5% | -17% | 2% | -1%
O=c1c2ccccc2n(Cc2c(F)cccc2Cl)c(=O)n1CCc1ccccc1 | -1% | 4% | x | x | x | 14% | 0% | 11% | 0%
CCc1cccc2c(=O)c(C(=O)N3CCCCCC3)c[nH]c12 | 11% | -15% | -3% | -13% | 3% | 18% | 3% | 15% | 0%
CC(CCc1ccco1)NC(=O)CCc1nnc2ccc(NCc3ccccc3)nn12 (stereo not given) | -1% | -8% | 10% | -2% | 10% | 28% | 0% | 5% | 6%
CC(Cl)C(=O)c1c[nH]c2ccccc12 (stereo not given) | 1% | -5% | 2% | -5% | -1% | 11% | 0% | 5% | -2%

12 of these compounds, reformatted.
Fields: GLP1R ag	HEK293 tox	HT1080-NT tox	SW480 rereplic	HT1080 IDH1KD tx	GLP-1R inv ag	KB-V1 MDR tox	TDP43 rescue	KB-3-1 tox
COc1cc2c3c(c1OC)C1(C=CC(=O)C=C1)CC3N(C(C)=O)CC2 (stereo not given)
  -1%	-11%	0%	-3%	15%	-11%	3%	10%	13%
CCOc1ccc2nc(SCC(=O)NCC3CCCO3)c(C#N)cc2c1 (stereo not given)
  2%	3%	-23%	u	-23%	11%	u	-6%	-20%
O=C(CNC(=O)OCc1ccccc1)Oc1cc2oc(=O)cc(-c3ccccc3)c2cc1Cl
  5%	x	-19%	11%	0%	u	12%	7.1µM*	-13%
CC(=O)Nc1ccc(S(=O)(=O)Nc2nc3ccccc3nc2Nc2ccccc2)cc1
  -1%	3%	15%	5%	2%	17%	2%	21%	15%
CCN(C(=O)CN1CCN(c2ccccc2)CC1)c1c(N)n(Cc2ccccc2)c(=O)[nH]c1=O
  -2%	-11%	15%	-4%	10%	1%	14%	-3%	4%
Cc1c(Cl)ccc2sc(N3CCN(C(=O)CS(=O)(=O)c4ccccc4)CC3)nc12
  x	-14%	x	x	x	u	-12%	18µM*	0%
COc1ccc(NC(=O)/C=C/C(=O)O)cc1Cl
  -7%	14%	11%	4%	0%	25%	-10%	-10%	1%
COc1cc(NC(=O)c2csc3c2CCCC3)ncn1
  -5%	6%	6%	2%	11%	5%	-17%	2%	-1%
O=c1c2ccccc2n(Cc2c(F)cccc2Cl)c(=O)n1CCc1ccccc1
  -1%	4%	x	x	x	14%	0%	11%	0%
CCc1cccc2c(=O)c(C(=O)N3CCCCCC3)c[nH]c12
  11%	-15%	-3%	-13%	3%	18%	3%	15%	0%
CC(CCc1ccco1)NC(=O)CCc1nnc2ccc(NCc3ccccc3)nn12 (stereo not given)
  -1%	-8%	10%	-2%	10%	28%	0%	5%	6%
CC(Cl)C(=O)c1c[nH]c2ccccc12 (stereo not given)
  1%	-5%	2%	-5%	-1%	11%	0%	5%	-2%

(listing goes on)
compound | GLP1R ag | HEK293 tox | HT1080-NT tox | SW480 rereplic | HT1080 IDH1KD tx | GLP-1R inv ag | KB-V1 MDR tox | TDP43 rescue | KB-3-1 tox
Cc1ccc(OCC(O)CN2CCN(Cc3ccc4c(c3)OCO4)CC2)c(C)c1 (stereo not given) | -1%&4% | -6%&5% | u | u | -30%&-3% | u | -18%&-25% | -2%&-21% | -2%&-1%
C=CCN1C(=O)C(Cc2cccc(Cl)c2)SC1=Nc1ccc(C(=O)O)cc1 (stereo not given) | -5% | -12% | 1% | -54%[inhibitor] | 1% | 8% | 12% | 42% | 0%
CCOc1ccc(C2CC(=O)N(c3cccc(F)c3)C3=C2C(=O)OC3)cc1 (stereo not given) | x | 5% | x | x | x | 1% | 22% | u | 16%
COc1ccc(-c2oc3ncnc(N)c3c2-c2ccccc2)cc1 | 12% | 4% | 1% | -2% | 0% | 2% | -24% | 0% | 5%
CCN(CC)S(=O)(=O)c1ccc(C(=O)NCC2(N3CCOCC3)CCCCC2)cc1 | 3% | 1% | -1% | -19% | -1% | u | -4% | -15% | -5%
COc1cc(OC)c(NC(=O)COCc2cc(-c3cccs3)on2)cc1Cl | x | 6% | x | x | x | -1% | 0% | 8% | 2%
COc1cccc(OC)c1C(=O)NCCc1ccccc1 | -2% | -2% | -2% | -3% | -2% | -4% | 0% | 4% | 1%
COc1cccc(/C=N/NC(=O)C(=O)N/N=C/c2cccc(OC)c2O)c1O | 0% | 1% | -8% | 6.5µM* | 6% | -7% | -11% | -4% | u
O=C(NNS(=O)(=O)c1ccc(F)cc1F)c1csc(-c2cccnc2)n1 | 4% | 5% | 3% | 3% | 16% | -19% | 11% | 10% | 2%
Cn1nnnc1SCc1nc2ccccc2[nH]1 | -34% | 20% | 1% | -3% | 6% | -2% | -3% | 4% | -1%
Cc1ccc2c(CC(=O)NC3CCS(=O)(=O)C3)coc2c1C (stereo not given) | -1% | 2% | -1% | -6% | -2% | 1% | u | 10% | 2%
O=C(Cc1coc2cc3c(cc12)CCC3)OCC(=O)N1CCCC1=O | 8% | -6% | 8% | 1% | 19% | -20% | 0% | -22%[0.397 µM] | 4%
O=C(CSc1nnc(-c2cccnc2)n1Cc1ccco1)c1ccc(Br)cc1 | 18% | 4% | -2% | -17% | -2% | 4% | 0% | 12% | -12%
O=C(Nc1nc2ccc(F)cc2s1)C1CC(=O)N(c2ccc3c(c2)OCCO3)C1 (stereo not given) | -4% | -28% | -13% | -4% | -5% | u | 19% | 27% | 1%
COc1ccc(-n2nc(C(=O)N3CCN(c4ccc(F)cc4)CC3)c3ccccc3c2=O)c(OC)c1 | 0% | -5% | 5% | 0% | 2% | u | -7% | 0% | 3%

Rows were taken by chance; about 9.4% have a hit in one of these screens.
